Bioassay records deposited in PubChem by University of Kansas High Throughput Screening Laboratory.
Pf apPOL block: Pf-apPOL inhibitors, biochemical, fluorescence; AID 1794808, 2022; Plasmodium falciparum apicoplast DNA polymerase (apPOL); 0.25% of 210,000 active; inhibition, % at 10 µM; Recombinant Pf-apPOL, molecular beacon fluorescence, 1.5 h
mHTT CaM bind: mutant huntingtin-calmodulin interaction inhibitors – biochemical, AlphaScreen, primary screen; P42858; AlphaScreen His-mHTT/GST-CaM binding, luminescence; inhibition, % at 15 µM; 3.6% of 190,000 active; AID 1671202, 2021;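 further: 0% = both proteins with DMSO and 100% = one protein alone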
Starred values were filed as active, the others as inactive; · = not tested or not shown; & = joins results of further samples. No stated cut-off is given here; in the data, active means inhibition above about 50%; inactive means the rest.

Start of the listing, in advance, 2 compounds:
SMILES	Pf apPOL block	mHTT CaM bind
O=C(Nc1ccccc1F)c1ccn(C(=O)c2cccc(Cl)c2)n1	-8	1
O=C(Nc1ccc(Cl)cc1)Nc1ccccc1-c1nnc(-c2ccc(Cl)cc2)o1	-6&-9	·

This part in full, from the first entry:
SMILES	Pf apPOL block	mHTT CaM bind
O=C(Nc1ccccc1F)c1ccn(C(=O)c2cccc(Cl)c2)n1	-8	1
O=C(Nc1ccc(Cl)cc1)Nc1ccccc1-c1nnc(-c2ccc(Cl)cc2)o1	-6&-9	·
CCCSc1nnc2c(n1)OC(c1cc(OC)c(O)c(OC)c1)Nc1ccccc1-2 (configuration not stated)	0	-7
Cc1ccc(SCc2oc3ccc(O)c(CN(C)C)c3c2C(=O)O)cc1	-5	3
CC1=C(C(=O)Nc2cc(C)ccn2)C(c2ccccc2C(F)(F)F)C2=C(CC(C)(C)CC2=O)N1 (configuration not stated)	2	11
COc1ccc(C(=O)N2CCCC(c3nc(CCNC(=O)C(C)C)cs3)C2)cc1 (configuration not stated)	-1	-1
CCN(CC)c1ncc2c(n1)CCC(C(=O)N(C)c1ccc(OC)cc1)C2 (configuration not stated)	-2	42
COc1cccc(C2=N/C(=C\c3ccc(N(C)C)cc3)C(=O)O2)c1	-6	1
CN(C)CCCNCc1cccn1C	11	29
Cn1cc(C(=O)N2CCCC2)cc(NC(=O)C2CC2)c1=O	2	-4
CC1CC(C)CN(S(=O)(=O)c2ccc(F)c(C(=O)Nc3ccc(Br)cc3)c2)C1 (configuration not stated)	-5	-2
O=C(NCc1n[nH]c(=O)c2ccccc12)C1(c2ccc(Cl)cc2)CCCC1	-3	1
CC1CN(CC(O)COc2ccc(Br)cc2)CC(C)O1 (configuration not stated)	-8	2
CC1Cc2nc(SCC(=O)Nc3ccccc3)n(Cc3ccccc3)c(=O)c2S1 (configuration not stated)	-2	11
Cc1cccc(OCC(=O)Nc2cccc(-c3nc4ncccc4o3)c2C)c1	5	0

Single values from the results shown:
CC1Cc2nc(SCC(=O)Nc3ccccc3)n(Cc3ccccc3)c(=O)c2S1 (configuration not stated) in mHTT CaM bind reads 11
O=C(Nc1ccccc1F)c1ccn(C(=O)c2cccc(Cl)c2)n1 in mHTT CaM bind reads 1
Cn1cc(C(=O)N2CCCC2)cc(NC(=O)C2CC2)c1=O in Pf apPOL block reads 2
CCCSc1nnc2c(n1)OC(c1cc(OC)c(O)c(OC)c1)Nc1ccccc1-2 (configuration not stated) in mHTT CaM bind reads -7

More records follow:
SMILES	Pf apPOL block	mHTT CaM bind
Cc1cc(C)cc(C(=O)N2CCCC(C(=O)NCc3ccccc3F)C2)c1 (configuration not stated)	0	-6
O=S1(=O)CC(N2CC=CC2)CN1Cc1cn(Cc2cccc(C(F)(F)F)c2)nn1 (configuration not stated)	-10	0
Cn1c(NC(=O)c2cc(-c3ccc4c(c3)OCO4)nc3ccccc23)cc(=O)n(C)c1=O	-2	-2
O=[N+]([O-])c1ccc(N2CCCC2)cc1NCCN1CCOCC1	-4	2
COc1ccc(O)c(-c2cn[nH]c2-c2cccs2)c1	-6	9
CC1CCc2c(C(=O)NCCc3ccc(Cl)cc3)csc2C1 (configuration not stated)	0	-28
O=C(CC1c2ccccc2C=C(c2ccsc2)N1c1ccc(-c2cccnc2)cc1)C1CC1 (configuration not stated)	-6	84*
Cc1cc(C)nc(SCC(=O)N2CCOCC2)n1	2	-14
COc1ccc(OC)c(CNC(=O)c2nnn3c2COC(c2ccc(Cl)cc2)C3)c1 (configuration not stated)	-2	10
COc1cccc(CN2CCC(C)(O)C(N3CCCC3)C2)c1 (configuration not stated)	-4	18
CCN(CC)C(=O)c1ccc(S(=O)(=O)Cc2ccccc2F)c([N+](=O)[O-])c1	-2	4
COc1cc(C2NC(=O)c3c(F)cccc3N2)c(Br)c(Br)c1O (configuration not stated)	11	·
Cc1ccc(CC(=O)Nc2cccn3nc(C4CCC4)nc23)cc1	-2	-7
O=C1CN(c2ccc(Cl)cc2)C(=O)N1Cc1ccccc1	4	1
CCOc1ccccc1/C=C1/N=C(c2ccc(Br)o2)OC1=O	2	4
O=C1C(C=NCCCN2CCOCC2)=C(O)c2ccccc21	4	-3
Cc1ccccc1-c1ccc(CN2C(C)C(=O)N(Cc3cn(Cc4ccco4)nn3)CCS2(=O)=O)cc1 (configuration not stated)	-2	92*
Cc1cc(Br)ccc1NC(=O)C1CCCCC1	7	-3
CC(C)CC(=O)N(Cc1ccsc1)CC(F)(F)F	-5	-9
CCOCCn1cnc2sc(C(=O)Nc3ccc4c(c3)OCO4)c(C)c2c1=O	-10	2
Cc1cccn2c(=O)c3cc(C(=O)NC(C)c4ccccc4)c(=N)n(CCOCCO)c3nc12 (configuration not stated)	-3	1
O=C(Nc1ccc2nsnc2c1)N1CCCC1	1	3
COc1ccc(/C=C2\Sc3ccccc3C2=O)cc1Br	-7	13
CCN(CC)CCNC(=O)C1CCCN(c2ncc(-c3ccc(C)cc3)cn2)C1 (configuration not stated)	-5	-5
Cc1ccc(N2CC(C(=O)NC(C)C)CC2=O)cc1 (configuration not stated)	-2	0
Cc1nc2c(NC(=O)c3cccc(OC(F)(F)F)c3)cccn2n1	2	-8
CSc1cccc(NC(=O)COc2c(C)cccc2C)c1	-2	-34
Cc1ccc([N+](=O)[O-])cc1S(=O)(=O)NCCOC12CC3CC(CC(C3)C1)C2	-3&-8	26&18
Cc1ccc(N=Cc2nc(-c3ccccc3Br)oc2O)c([N+](=O)[O-])c1	4	17
O=C(NC1CC1)c1csc(COc2ccc(Cl)cc2)n1	-10	-3
Cc1nn(C)c(C)c1CN1CCN(c2[nH]ncc2[N+](=O)[O-])CC1	·	-3
Cc1ccccc1C(=O)Oc1ccc2c(c1)OC(=Cc1cccnc1)C2=O	-6	6
Oc1oc(-c2ccc(Br)cc2)nc1C=Nc1ccccc1	1	0
Cn1nc(-c2ccc(N3CCOCC3)c(NC(=O)c3ccccc3Cl)c2)c2ccccc2c1=O	-13	1
CC1CN(CCOCCOc2ccccc2)CC(C)O1 (configuration not stated)	-5	1
O=C(O)c1nnn(-c2cccc(F)c2)c1-c1cccnc1	3	-4
Cc1cc(Br)ccc1OCC(=O)NCc1ccc(F)cc1	4	-16
CC1=C(C(=O)Nc2ccccn2)C(c2ccc3c(c2)OCO3)C2=C(CC(C)(C)CC2=O)N1 (configuration not stated)	-1	1
CNC(=O)/C(=C\c1ccco1)NC(=O)c1ccco1	-5	0
Cc1noc(NS(=O)(=O)c2ccc(NC(=O)c3ccc(Cl)c(Cl)c3)cc2)c1C	-4	7
CCc1ccc(NC(=O)C2CCN(c3c(C#N)cnc4ccccc34)CC2)cc1	-1	5
CSc1ccc(N2CC(c3nnc(NC(=O)C(C)C)o3)CC2=O)cc1 (configuration not stated)	-1	36
CCN1C(=O)CCC2(CN(C)C(=O)c3cccs3)CCCC12 (configuration not stated)	-2	-9
COc1ccc(OCCC(=O)N2CCC(Cc3ccccc3)CC2)cc1	-9	-7
O=S1(=O)c2c(cccc2N2CC[C@@H](O)C2)O[C@H]2CCN1C2	3	4
O=C(Sc1n[nH]c(=O)[nH]c1=O)c1cccc(Br)c1	-5	4
CC1C(c2ccccc2)NC(c2ccccc2)C(C)C1(C)O (configuration not stated)	4	4
O=C(NCCc1ccccc1)c1ccc(NC(=O)C2CCCC2)cc1	-2	-9
COc1ccc(-c2nc3cccnc3n2C2CCN(C(=O)Nc3ccc(C)c(F)c3)C2)cc1 (configuration not stated)	-2	-2
Cc1ccc(-c2nc(C=Nc3ccc(Cl)cc3Cl)c(O)o2)cc1	1	-4
COc1ccc(CNC(=O)NCC2(O)CCOCC2)cc1OC	-6	-10
N#CC1=C(N)OC2=C(C(=O)CC(c3ccccc3)C2)C12C(=O)Nc1ccc(Br)cc12 (configuration not stated)	-1	46
COc1ccc(CNC(=O)CC2CCN(C(=O)c3ccccc3)CC2)cc1	-4	-7
O=C(O)CCn1c(SCc2ccccc2)nc2ccccc21	-8	0
O=S1(=O)CCN(Cc2ccc3c(c2)OCCCO3)CC1	-6	·
O=C(NCc1ccc(F)cc1)c1cc(-c2ccncc2)nc2ccccc12	-2	4
Cc1csc(Nc2ccc(Cl)cc2)[n+]1C	-1&-29	·
Brc1cc2c(cc1C=Nc1c(-c3ccco3)nc3ccccn13)OCO2	-6	12
Cc1c(NC(=O)c2ncn[nH]2)cccc1-c1nc2ccccc2o1	-2	10
COc1ccc(C(CC(=O)O)NC(=O)c2ccccc2Cl)cc1 (configuration not stated)	-4	-3
Continued.
SMILES	Pf apPOL block	mHTT CaM bind
CC(C)(C)n1nc2c(c1NC(=O)c1cc([N+](=O)[O-])ccc1Cl)CS(=O)(=O)C2	-3	-2
COc1ccc(CN([C@H](C)CO)S(=O)(=O)N(Cc2ccccc2)[C@H](CO)C(C)C)cc1	2	16
CCc1cc(C2CCCN2C(=O)Nc2ccc(OC)cc2OC)on1 (configuration not stated)	5	-3
Cc1cc(N2CCCC2)n2nc(CN3CCCC(C)C3)nc2n1 (configuration not stated)	-2	1
CCN1c2cc(C(=O)N3CCN(c4ccc(F)cc4)CC3)ccc2C(=O)N2CCCCC21 (configuration not stated)	-2	45
CCN(CC)C(=O)O[C@H]1CC[C@@]23CCCN2C(=O)CCC[C@H]3[C@H]1C	-6	-12
COc1cccc(/C=C(\C#N)c2nc3ccc(C)cc3[nH]2)c1OC	2	6
COc1ccccc1C(=O)N1CCC(c2ccn3ncc(C(=O)N4CCOCC4)c3c2)CC1	-1	2
COc1ccc(C(=O)N2CCn3cnnc3C2)cc1OC	2	2
CN(CCc1ccncc1)C(=O)c1cccc(N2CCNC(c3ccccc3)C2)n1 (configuration not stated)	-2	7
COc1cc2nc(C)sc2cc1OC	-3	-6
O=C(Nc1cccc(Br)c1)NC1CC(=O)N(c2ccccc2)C1 (configuration not stated)	3	0
O=C(Nc1ccc(F)cc1F)c1cccc(Cl)c1	-4	-13
O=S(=O)(c1ccc(F)cc1F)n1nccc1-c1ccc(-c2ccc(F)cc2F)o1	4	·
O=C(Cn1cc(COC(=O)c2c3ccccc3cc3ccccc23)nn1)c1ccc(O)cc1	-4	-37
CC1CN(C(=O)COc2ccccc2)CC1c1nc(-c2ccncc2)no1 (configuration not stated)	-6	2
Cc1ccc(C#N)c(SCC(=O)O)n1	-3	6
COc1cc(OC)c(OC)cc1/C=C1/CCC/C(=C\c2cc(OC)c(OC)cc2OC)C1=O	-1	64*
CN1C(=O)C2(CCN(C(=O)NC3CCCC3)C2)c2ccccc21 (configuration not stated)	-3	-1
CCN=C1S/C(=C/c2cn(C(C)=O)nc2-c2ccc(F)cc2)C(=O)N1CC	2	1

Filtered by structure: the compounds so far with a thiophene ring, fused or not
SMILES	Pf apPOL block	mHTT CaM bind
COc1ccc(O)c(-c2cn[nH]c2-c2cccs2)c1	-6	9
CC1CCc2c(C(=O)NCCc3ccc(Cl)cc3)csc2C1 (configuration not stated)	0	-28
O=C(CC1c2ccccc2C=C(c2ccsc2)N1c1ccc(-c2cccnc2)cc1)C1CC1 (configuration not stated)	-6	84*
CC(C)CC(=O)N(Cc1ccsc1)CC(F)(F)F	-5	-9
CCOCCn1cnc2sc(C(=O)Nc3ccc4c(c3)OCO4)c(C)c2c1=O	-10	2
CCN1C(=O)CCC2(CN(C)C(=O)c3cccs3)CCCC12 (configuration not stated)	-2	-9

A portion of the library; rates above refer to the full screens.
